TRPC4 PAM: allosterically enhances the mouse TRPC4 cation channel; Q9QUQ5; HEK293 TRPC4beta/mu-opioid, DAMGO EC20, Fluo-4 Ca2+ flux; stronger effect = higher value; B-score at 10 µM; actives 0.42% (n = 310,000); AID 2227;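 active = B-score of calcium response area above 5 SD of library B-scores, with initial fluorescence ratio within 5 SD of library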;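 note: B-score of integrated fluorescence ratio over time as area under calcium response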
TMEM16A inh: mouse TMEM16A channel inhibition, primary screen | normalized B-score (activity score, 25-100; higher = stronger inhibition) at 10 µM | Q8BHY3 | AID 588511 | HEK293 TMEM16A/YFP iodide influx fluorescence, ionomycin | actives 1.2% (n = 310,000);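 active = ratio plate-corrected score three or more library SD toward inhibition, starting fluorescence score within five deviations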;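 note: score derived from kinetic fluorescence span divided by baseline fluorescence per well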
MrgX1 PAM: allosterically activates human MrgX1 receptor signaling; Q96LB2; MrgX1-HEK293, Fluo-4 calcium flux, FDSS; stronger effect = higher value; B-score at 10 µM; actives 0.63% (n = 310,000);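 active = plate-corrected calcium response at least 3 library SD above typical, normal starting fluorescence, not activating the receptor alone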;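 note: compound read alongside a low EC10 to EC30 dose of BAM8-22 agonist; peak minus trough fluorescence over baseline measured at the second addition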
Target sequence (Q96LB2 whole entry, looked up): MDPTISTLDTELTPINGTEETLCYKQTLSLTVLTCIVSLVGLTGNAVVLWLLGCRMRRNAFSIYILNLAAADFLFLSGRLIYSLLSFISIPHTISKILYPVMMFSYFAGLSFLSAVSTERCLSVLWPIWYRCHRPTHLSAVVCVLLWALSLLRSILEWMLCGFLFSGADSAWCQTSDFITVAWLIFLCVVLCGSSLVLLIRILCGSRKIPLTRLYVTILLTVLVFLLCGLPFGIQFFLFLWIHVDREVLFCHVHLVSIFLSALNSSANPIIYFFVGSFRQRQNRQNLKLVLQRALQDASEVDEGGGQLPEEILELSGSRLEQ
TRPC4 inh: TRPC4 (mouse) channel inhibition; AID 2247; Q9QUQ5; actives 0.39% (n = 300,000); B-score at 10 µM; HEK293 TRPC4beta/mu-opioid, DAMGO-evoked Fluo4 calcium flux; stronger effect = lower value;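 active = B-score over 3 SD under the library average, no early fluorescence shift, positive overall ratio signal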
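Material: HEK293 cells with stable TRPC4beta plus mu-opioid receptor expression / Probe or stimulus: DAMGO in two steps, submaximal then maximal / Compound: single concentration per test compound / Technique: kinetic Fluo4 fluorescence imaging of calcium influx / Read-out: per-well B score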
TRPC6 inh: mouse TRPC6 channel inhibition | actives 1.1% (n = 310,000) | B-score at 10 µM | HEK293-TRPC6, membrane potential dye, ACh-evoked depolarization; stronger effect = lower value | Q61143;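 active = B-score under library mean minus 3 SD, initial fluorescence not abnormally high, positive integrated signal ratio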;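 note: B-score derived from integrated fluorescence ratio over the kinetic read; more negative B-score means stronger inhibition of depolarization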
TRPC4 agonist: opens the mouse TRPC4 cation channel; B-score at 10 µM; HEK293 TRPC4beta/mu-opioid, Fluo4 calcium fluorescence; stronger effect = higher value; AID 2237; Q9QUQ5; actives 0.49% (n = 310,000);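 active = B-score above 5 SD of library B-scores, and initial fluorescence ratio not above library mean plus 5 SD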;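 note: positive B-score marks a calcium rise read as TRPC4 activation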
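Incubation: 45 min room-temperature Fluo4 loading, 110 s read / System: HEK293 cells stably co-expressing mouse TRPC4beta and mu-opioid receptor / Signal: Fluo4 fluorescence, kinetic / Control set: buffer (low) and maximal DAMGO (high) / Measure: integrated baseline-normalised fluorescence ratio, converted to per-well B score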
TRPC6 activator: mouse TRPC6 channel activation | Q61143 | HEK293-TRPC6 membrane potential dye fluorescence; stronger effect = higher value | B-score at 10 µM | actives 0.13% (n = 310,000);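 active = B-score of the integrated fluorescence ratio above library mean plus 3 SD, and starting fluorescence ratio within library mean plus 5 SD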;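 note: higher score means more depolarization so channel activation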
SKKanGAS inh: SKKanGAS growth inhibition; actives 1.3% (n = 300,000); S. pyogenes SKKanGAS, kanamycin growth, BacTiter-Glo, 6 h; inhibition, % at 7.5 µM;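 active = mean replicate score, as percent of positive control median, at least 50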;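 note: strain carries kanamycin resistance gene driven by streptokinase promoter and grows in 40 µg/ml kanamycin; loss of luminescence reflects streptokinase promoter inhibition or plain growth inhibition; 0% = median of DMSO wells and 100% = positive control at its reference dose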
TMEM16A act: activates or potentiates the mouse TMEM16A chloride channel. Q8BHY3. HEK293 TMEM16A/YFP-H148Q/I152L, iodide quench fluorescence; stronger effect = lower value. B-score at 10 µM. actives 0.3% (n = 340,000);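 active = fluorescence-ratio B-score plate-corrected deviation score at least 3 library SD below zero, with starting fluorescence score within 5 deviations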;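 note: channel opened by trigger with iodide after compound preincubation; score built on the fluorescence ratio of max minus min over baseline; more negative score means more quench and so TMEM16A activation or potentiation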
MrgX1 antag: antagonists of human MrgX1 receptor; B-score at 10 µM; actives 1.3% (n = 310,000); Q96LB2; AID 588676; MRGX1-HEK293 calcium flux, Fluo-4, BAM8-22 antagonism; stronger effect = lower value;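 active = calcium-response B-score plate-corrected more than 3 library SD below zero, starting fluorescence within 5 deviations, no agonist response on first addition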;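 note: peak minus trough fluorescence over baseline after final BAM8-22 challenge near maximal dose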
MrgX1 agonist: human MrgX1 receptor agonism, primary screen | Q96LB2 | MrgX1-HEK293 cells, Fluo-4 calcium fluorescence, agonist mode; stronger effect = higher value | B-score at 10 µM | actives 0.44% (n = 310,000);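 active = calcium response B-score plate-corrected fluorescence ratio at least 3 library SD, with starting fluorescence B-score inside 5 SD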
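Material: MrgX1-expressing HEK293 cells / Dosing: compound as first of three additions / Incubation: overnight seeding, then 1 h dark dye loading / Signal: Fluo-4 NW calcium fluorescence / Evaluation: B-scored fluorescence response ratio / Benchmarks: positive and negative control wells on each plate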
* = called active by the depositor; i = inactive; . = no result given. An unsorted share of the library. Share with any hit: about 6.7%.

SMILES | TRPC4 PAM | TMEM16A inh | MrgX1 PAM | TRPC4 inh | TRPC6 inh | TRPC4 agonist | TRPC6 activator | SKKanGAS inh | TMEM16A act | MrgX1 antag | MrgX1 agonist
CNC(=S)N(Cc1ccc(OC)cc1)Cc1cc2ccc(C)cc2[nH]c1=O | i | i | i | i | i | i | i | -9.8 | i | i | i
COc1ccc(OC)c(S(=O)(=O)N2CCCCC2C(=O)O)c1 (stereo not given) | i | i | i | i | i | i | i | -5.2 | i | i | i
CCCCN1c2ccccc2N(CCCO)c2cc(C)nnc21 | i | i | i | i | i | i | i | -3.5 | i | i | i
COc1cccc(C(=O)NNC2=C(C(=O)C(F)(F)F)CCC2)c1 | i | i | i | i | i | i | i | -1.9 | i | i | i
COc1cccc(C(=O)Nc2nc3c(c(=O)[nH]2)CCCC3)c1 | i | i | i | i | i | i | i | 3.1 | i | i | i
O=C(c1ccccc1)N1CCN(C2C3CC4CC(C3)CC2C4)CC1 (stereo not given) | i | i | i | i | -9.55* | i | i | -8.3 | i | i | i
CCN(CC)S(=O)(=O)c1ccc(N2Cc3ccccc3C2=N)cc1 | i | i | i | i | i | i | i | 1.8 | i | i | i
NC(=O)c1cc(-c2ccccc2)nc2ccc(Br)cc12 | i | i | i | i | i | i | i | -2.9 | i | i | i
COc1ccc(Cl)cc1NC(=O)CN1CCC(n2nnc3cc(F)ccc32)CC1 | i | i | i | i | i | i | i | 10.0 | i | i | i
O=C(CCNS(=O)(=O)c1ccccc1F)N1CCN(C(c2ccccc2)c2ccccc2)CC1 | i | i | i | i | i | i | i | 7.5 | i | i | i
CC(=O)Nc1ccc(S(=O)(=O)NC(C)c2nc(-c3ccccc3)no2)cc1 (stereo not given) | i | i | i | i | i | i | i | -3.6 | i | i | i
c1csc(CN2CCN(Cc3cccs3)C2c2cccs2)c1 | i | i | i | i | i | i | i | . | i | i | i
c1ccc(-c2cc(N3CCOCC3)nc3ccccc23)cc1 | i | i | i | i | i | i | i | -5.6 | i | i | i
CCOC(=O)C(=NCCCN1CCOCC1)NNc1cccc(C(F)(F)F)c1 | i | i | i | i | i | i | i | 4.3 | i | i | i
Cc1ccc(OCc2nc(-c3ccccn3)no2)c(Br)c1 | i | i | i | i | i | i | i | -4.3 | i | i | i
CC(C)OC(=O)c1cc2c(ccn2C)n1CC(=O)N(Cc1ccccc1)c1ccc(F)cc1 | i | i | i | i | i | i | i | 8.2 | i | i | i
Cc1ccc2c(C(=O)CN3CC(C)CC(C)C3)c(C)[nH]c2c1 (stereo not given) | i | i | i | i | i | i | i | -4.4 | i | i | i
CCCCCCC(CC(=O)NCc1cccnc1)CC(=O)NCc1cccnc1 | i | i | i | i | i | i | i | -0.4 | i | i | i
Cc1ccc(-c2csc(NC(=O)Cn3[nH]c(=O)c4ccccc4c3=O)n2)cc1 | i | i | i | i | i | i | i | 8.5 | i | i | i
Cc1nnc(SCC2=C(C(=O)O)N3C(=O)C(NC(=O)c4cccc(F)c4F)C3SC2)s1 (stereo not given) | i | i | i | i | i | i | i | 120.3* | i | i | i
CCCOC(=O)C1C2C=CC3(CN(c4ccc(Cl)c(F)c4)C(=O)C13)O2 (stereo not given) | i | i | i | i | i | i | i | -10.4 | i | i | i
CCCCCNC(=O)c1ccc2c(=O)n(CCCN3CCCC3=O)c(=S)[nH]c2c1 | i | i | i | i | i | i | i | 1.4 | i | i | i
C=C1CCN([C@@H](CC(C)C)C(=O)NCc2ccccc2)S(=O)(=O)c2ccccc21 | i | i | i | i | i | i | i | -0.6 | i | i | i
O=C(Cn1cnc2c(cnn2-c2ccccc2)c1=O)Nc1ccc(S(=O)(=O)N2CCOCC2)cc1 | i | i | i | i | i | i | i | 0.2 | i | i | i
COc1nc(OC)nc(Oc2ccc([N+](=O)[O-])cc2Cl)n1 | i | i | i | i | i | i | i | 1.6 | i | i | i
SMILES | TRPC4 PAM | TMEM16A inh | MrgX1 PAM | TRPC4 inh | TRPC6 inh | TRPC4 agonist | TRPC6 activator | SKKanGAS inh | TMEM16A act | MrgX1 antag | MrgX1 agonist
O=C(NCCCN1CCOCC1)c1sc2cc(F)ccc2c1Cl | i | i | i | i | i | i | i | -15.7 | i | i | i
Cc1cccc(NC(=S)NNC(=O)c2cc3c(s2)CCC(C)C3)c1C (stereo not given) | i | i | i | i | i | i | i | -6.1 | i | i | i
CSCC(C)N1CCC(CO)(CCCc2ccccc2)CC1 (stereo not given) | i | i | i | i | i | i | i | -6.8 | i | i | i
COC(=O)c1[nH]c2ccc(C)cc2c1NC(=O)CN1CCN(c2ccc(F)cc2)CC1 | i | i | i | i | i | i | i | 27.3 | i | i | i
CCn1c(SCC(=O)Nc2nc3ccccc3s2)nnc1-c1ccc(OC)cc1 | i | i | i | i | i | i | i | 1.5 | i | i | i
O=C(NCc1ccccc1)[C@]1(C(F)(F)F)C[C@H](CCc2ccccc2)CCCO1 | i | i | i | i | i | i | i | 12.5 | i | i | i
O=C(Oc1ccccc1)N1CCN(c2ccccc2F)CC1 | i | i | i | i | i | i | i | 6.9 | i | i | i
OCc1ccc(OCCCOc2cccc3cccnc23)cc1 | i | i | i | i | i | i | i | -3.7 | i | i | 27.9*
CCOc1ccc(S(=O)(=O)N(C)CC(=O)NCc2ccccn2)cc1 | i | i | i | i | i | i | i | -0.2 | i | i | i
O=C(c1ccccc1)c1nccn1-c1ccc(Cl)nn1 | i | i | i | i | i | i | i | 0.6 | i | i | i
CC(C)n1cnc2c(NCc3ccccc3)nc(NCc3ccccc3)nc21 | i | i | i | i | i | i | i | 89.9* | i | i | i
CC(C)CC(=O)NC(c1ccccc1)c1c(O)ccc2ccccc12 (stereo not given) | i | i | i | i | i | i | i | 1.3 | i | i | i
Cc1sc2nc(C3CC3)nc(N3CCN(C(=O)c4ccc(Cl)cc4)CC3)c2c1C | i | i | i | i | i | i | i | 22.8 | i | i | i
O=C(COc1ccc(S(=O)(=O)N2CCCC2)cc1Cl)NCc1ccccn1 | i | i | i | i | i | i | i | -2.7 | i | -6.17* | i
CCN1C(=O)CC(N2CCC(Cc3ccccc3)CC2)C1=O (stereo not given) | i | i | i | i | i | i | i | 4.2 | i | i | i
COc1ccc(S(=O)(=O)N2CCOCC2)c(C)c1C | i | i | i | i | i | i | i | 4.6 | i | -6.44* | i
COC(=O)c1c(NS(C)(=O)=O)sc2c1CCCC2 | i | i | i | i | i | i | i | 3.9 | i | i | i
Cc1ccccc1OCCC(=O)OCC(=O)NC1CCCC1 | i | i | i | i | i | i | i | -3.5 | i | i | i
COc1ccc(-c2cc3c(=O)n(CC(=O)Nc4cccc(Cl)c4)ncn3n2)cc1 | i | i | i | i | i | i | i | -3.1 | i | i | i
CCOC(=O)N1CCN(c2ccc(S(=O)(=O)N(Cc3ccccc3)Cc3ccccc3)cn2)CC1 | i | i | i | i | -5.32* | i | i | 8.5 | i | i | i
CCN(CC(=O)NCc1cccs1)C(=O)c1cccc(S(=O)(=O)Nc2ccccc2Cl)c1 | i | i | i | i | i | i | i | -6.8 | i | i | i
O=C(NCc1ccccc1)c1c[nH]c2ccc(S(=O)(=O)Nc3ccc4c(c3)OCCO4)cc2c1=O | i | i | i | i | -5.21* | i | i | 0.4 | i | i | i
CSCCC(Nc1nc2ccccc2s1)C(=O)O (stereo not given) | i | i | i | i | i | i | i | -7.3 | i | i | i
CCC(C)c1ccc(NC(=O)N2CCOCC2)cc1 (stereo not given) | i | i | i | i | i | i | i | -2.3 | i | i | i
O=C(c1c(Cl)cccc1Cl)N1CCN(c2ncccn2)CC1 | i | i | i | i | i | i | i | 7.7 | i | i | i
SMILES | TRPC4 PAM | TMEM16A inh | MrgX1 PAM | TRPC4 inh | TRPC6 inh | TRPC4 agonist | TRPC6 activator | SKKanGAS inh | TMEM16A act | MrgX1 antag | MrgX1 agonist
Cc1noc(C)c1S(=O)(=O)N(CC(=O)NCc1ccc(Cl)cc1)c1ccc2c(c1)OCO2 | i | i | i | i | i | i | i | -1.6 | i | i | i
Cc1ccc(S(=O)(=O)CC(CN2CCCCC2)N2CCCCC2)cc1 (stereo not given) | i | . | . | i | i | i | i | -7.8 | i | . | .
Cc1ccccc1C(=O)NNC(=O)CCc1ccccc1 | i | i | i | i | i | i | i | -9.5 | i | i | i
Cc1c(C(=O)NCc2cccnc2)sc2nc(-c3ccccc3)cn12 | i | i | i | i | i | i | i | 0.9 | i | i | i
COC(=O)c1c(NC(=O)COC(=O)CCc2ccc(S(=O)(=O)N3CCOCC3)cc2)sc2c1CCC2 | i | i | i | i | i | i | i | 4.0 | i | i | i
C=C1CCC[C@]2(C)C[C@H]3OC(=O)C(CN[C@@H](C)c4ccccc4)[C@H]3CC12 (stereo not given in full) | i | i | i | i | i | i | i | 4.3 | i | i | i
COc1ccc(C(=O)N2CCNC(=O)C2CC(=O)Nc2ccc(C)c(C)c2)cc1 (stereo not given) | i | i | i | i | i | i | i | 7.0 | i | i | i
COc1ccccc1N1CCN(C2CCCN(C(=O)c3ccccn3)C2)CC1 (stereo not given) | i | i | i | i | i | i | i | -2.8 | i | i | i
Cc1ccccc1NC(=O)C(=O)Nc1ccccc1C | i | i | i | i | i | i | i | -1.6 | i | i | i
CC(OC(=O)c1ccc(Cl)c(S(=O)(=O)N2CCOCC2)c1)C(=O)Nc1ccc(S(N)(=O)=O)cc1 (stereo not given) | i | i | i | i | i | i | i | 17.0 | i | i | i
COCCNC(=O)c1ccc2c(c1)ncn2-c1cccc(C)c1 | i | i | i | i | i | i | i | -0.8 | i | i | i
O=C(CN(C(=O)CNS(=O)(=O)c1ccccc1)c1ccc2c(c1)OCCO2)NC1CCCCC1 | i | i | i | i | i | i | i | -0.3 | i | i | i
Cc1ccccc1-n1c(Cn2c(=O)sc3ccccc32)nnc1SCC(=O)N1CCOCC1 | . | i | i | . | . | . | . | . | i | i | i
Cc1ccc(S(=O)(=O)N2CCOC23CCN(S(=O)(=O)c2c(C)cc(C)cc2C)CC3)cc1 | i | i | i | i | i | i | i | -0.7 | i | i | i
O=C(NCc1ccco1)/C(=C\c1cccnc1)NC(=O)c1ccccc1F | i | i | i | i | i | i | i | 2.9 | i | i | i
